High-throughput results (PubChem)
M1 ag: M1 muscarinic receptor agonism; 64,000 compounds, 3% hits; B-score at 10 µM; CHO-M1 cells, Fluo-4 calcium fluorescence, agonist mode; active compounds read high;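 active means fluorescence rise, raw or as B-score row- and column-corrected plate score, outside the 99.7% band of its plate's samples, either direction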
HTR1E agonist: activates the human 5-HT1E serotonin receptor; P28566; CHO 5-HT1E Ga15 NFAT-bla reporter, FRET; 0% DMSO wells, 100% control agonist wells; activation, % at 6 µM; 65,000 compounds, 0.69% hits;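 active means activation above a set limit, the screen-wide mean activation plus 3 SD, cut at about 8.5% in these data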;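 further: 100% = positive control agonist at 1 µM giving full maximal response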
Target sequence (P28566 whole entry, looked up): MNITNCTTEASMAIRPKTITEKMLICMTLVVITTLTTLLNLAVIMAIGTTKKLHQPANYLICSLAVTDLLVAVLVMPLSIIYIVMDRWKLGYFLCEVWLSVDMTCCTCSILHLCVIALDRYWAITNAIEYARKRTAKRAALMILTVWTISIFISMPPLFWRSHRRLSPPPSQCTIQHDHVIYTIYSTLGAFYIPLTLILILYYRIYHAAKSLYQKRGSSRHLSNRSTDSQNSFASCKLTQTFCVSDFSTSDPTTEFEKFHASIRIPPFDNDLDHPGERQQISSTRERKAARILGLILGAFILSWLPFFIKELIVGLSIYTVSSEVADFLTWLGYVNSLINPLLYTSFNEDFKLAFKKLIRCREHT
S1P1 ag pot: S1P1 (human) agonism or agonism potentiation; P21453; S1P1 CRE-bla cells, forskolin, beta-lactamase FRET, potentiator mode; S1P1 agonist co-added at EC20, 2 nM; 100% = saturating reference agonist, 0% = basal; activation, % at 9.5 µM; 56,000 compounds, 0.57% hits; AID 449;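 active means activation above a cutoff set at the mean activation of all tested compounds plus 3 SD, cut at about 54% in these data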;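 further: forskolin at 4 µM as EC80 and the EC20 agonist is SEW2871; 100% = SEW2871 at its EC100 plus forskolin at EC80; some compounds past the cut are filed as inactive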
M1 antagonist: antagonists of rat M1 muscarinic receptor; CHO-M1 cells, Fluo-4 calcium, ACh EC80 antagonist mode; active compounds read low; B-score at 10 µM; P08482; 64,000 compounds, 3.4% hits;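 active means calcium fluorescence response, raw or row-and-column corrected B-score, differing from the plate sample mean either way at a set confidence level, mostly lower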
S1P3 agonist: S1P3 (human) receptor agonism; 60,000 compounds, 0.1% hits; Q99500; activation, % at 4.5 µM; S1P3 NFAT-BLA reporter cells, FRET ratio; relative to 1 µM S1P, basal subtracted;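 active means activation above the screen-wide mean plus 3 SD, cut at about 4.5% in these data, passing the limit was not always enough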; further: some compounds called inactive have numbers as strong as hits
Target sequence (Q99500 whole entry, looked up): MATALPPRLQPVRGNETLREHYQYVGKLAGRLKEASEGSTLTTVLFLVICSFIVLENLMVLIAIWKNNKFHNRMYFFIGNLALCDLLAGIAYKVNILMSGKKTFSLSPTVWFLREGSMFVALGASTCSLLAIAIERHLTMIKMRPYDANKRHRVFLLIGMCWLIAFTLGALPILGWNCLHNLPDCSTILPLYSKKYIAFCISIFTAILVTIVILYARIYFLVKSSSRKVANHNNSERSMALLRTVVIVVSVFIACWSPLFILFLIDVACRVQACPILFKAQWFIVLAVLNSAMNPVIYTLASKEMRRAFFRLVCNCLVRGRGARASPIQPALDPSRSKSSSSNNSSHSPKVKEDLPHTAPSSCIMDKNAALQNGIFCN
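Measure – % activation relative to 1 µM S1P (100%), per plate · System – stable CHO line with human S1P3, Gα16, NFAT-BLA reporter · Timing – cells plated overnight, compound 4 h 37 °C, substrate 2 h RT · Technique – fluorescent BLA substrate, ex 405 nm, em 460/535 nm ratio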
5HT1E antag: blocks the human 5-HT1E serotonin receptor; inhibition, % at 6 µM; AID 571; 65,000 compounds, 0.99% hits; CHO 5-HT1E Ga15 NFAT-bla reporter, FRET, antagonist; P28566;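 active means inhibition above a set limit, the mean inhibition across every tested compound plus 3 SD, cut at about 29% in these data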;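 further: signal is the 460 over 535 nm emission ratio of beta-lactamase substrate; 0% = agonist plus DMSO wells and 100% = wells without agonist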
HEK293 NFkB inh: lowers PMA/ionomycin-induced NF-kB signal in HEK293 cells. HEK-293 NF-kB luciferase reporter, luminescence. inhibition, % at 3 µM. 62,000 compounds, 0.21% hits;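 active means inhibition above the mean of all tested compounds plus 3 SD, cut at about 40% in these data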;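 further: 0% = stimulated DMSO wells and 100% = 10 µM reference inhibitor 5653914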
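Timing: 1 h pretreatment, 16 h stimulation, 37 °C; system: HEK-293 cells with stable firefly luciferase reporter driven by four HIV NF-kB elements; doses: 3 µM once, 0.30% DMSO; measured by: luciferase luminescence; control set: DMSO and 10 µM reference inhibitor; repeats: single test; reagent: PMA plus ionomycin mix as NF-kB-activating stimulus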
Her2 expr inh: Her2 kinase expression inhibition; SKBR-3 HER2 protein level, AlphaScreen, 18-24 h; active compounds read low; HER2 level % of control, % at 10 µM; 65,000 compounds, 0.69% hits;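 active means HER2 level under 5% of the carrier-only control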;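 further: 100% = DMSO carrier and 0% = 500 nM PU-H71 HSP90 inhibitor; lower value means stronger loss of Her2 protein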
Jurkat viability: cytotoxic compounds reducing Jurkat cell viability. Jurkat E6.1 viability, ATP luminescence, 48 h. inhibition, % at 4 µM. 56,000 compounds, 1.2% hits;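 active means inhibition above the mean inhibition of all tested compounds plus 3 SD, cut at about 28% in these data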
The depositor's hits bear a star; nt = not tested or not shown.

SMILES	M1 ag	HTR1E agonist	S1P1 ag pot	M1 antagonist	S1P3 agonist	5HT1E antag	HEK293 NFkB inh	Her2 expr inh	Jurkat viability
CC1(C)N=C(c2cccc(F)c2)C(=O)N1	-0.15	-0.1	-21	-0.024	-1.0	0	16	88	1
Cc1ccc(C(=O)Nc2cnc3sc(C)nn3c2=O)cc1	-0.046	1.3	-11	1.4	-1.0	-7	-17	95	-2
COc1cccc(C(=O)/C=C/Nc2cc(C)ccc2O)c1	-0.81	-0.5	-29	-0.67	-0.5	12	-1	93	64*
CCC(C)(C)n1nnnc1C(c1cccs1)N1CCN(Cc2ccccc2)CC1 (centres undefined)	0.52	-1.2	11	0.1	-1.6	9	6	92	4
CC(=O)C1=C(O)C(=O)N(Cc2ccco2)C1c1ccccc1 (centres undefined)	-0.0092	-0.2	16	1.1	-1.1	6	7	96	-3
O=C(CSc1nnc(-c2ccco2)n1CC1CCCO1)N1CCCCC1 (centres undefined)	-0.002	1.4	-27	-0.035	-0.8	-7	9	107	-1
COc1cc2nc(SCC(=O)NCCc3ccccc3)n(Cc3ccco3)c(=O)c2cc1OC	-1.1	-0.7	nt	0.76	nt	1	14	104	nt
Cc1ccc(N2CN=c3s/c(=C\c4cccnc4)c(=O)n3C2)cc1	0.25	0.6	25	-0.7	-2.9	3	nt	74	nt
O=C(Cn1nnc(-c2ccncc2)n1)Nc1ccc2c(c1)CCC2	0.32	-0.3	15	-0.028	-0.1	-5	13	112	1
CN(C)C=C1C(=O)c2ccccc2C1=O	-0.49	0.0	-8	-0.63	-1.1	-14	nt	64	nt
O=S(=O)(c1cccc2nsnc12)N1CCc2ccccc2C1	-0.07	-0.3	5	0.11	-0.6	8	9	96	-9
COC(=O)c1ccc(CSc2ccc3nnc(-c4ccccn4)n3n2)o1	0.3	0.6	-3	0.51	-0.1	2	13	78	0
COc1cc(S(=O)(=O)N2CCN(Cc3ccccc3)CC2)ccc1Br	0.0045	-0.9	28	-0.16	-0.7	6	13	90	-1
O=C(NC(Cc1c[nH]c2ccccc12)C(=O)O)c1ccccc1 (centres undefined)	0.35	-0.7	-9	-0.16	0.8	-13	2	143	-10
O=S(=O)(c1ccccc1)c1nc(Nc2ccccc2N2CCOCC2)sc1Cl	0.36	0.2	-3	1.2	-0.7	1	0	74	9
CC(C)CC(=O)N1CCN(C(=O)c2cccc(F)c2)CC1	0.83	0.6	0	-2.2*	-0.6	-5	12	119	8
Cn1c(N2CCCC2)nc2c1c(=O)n(Cc1ccc(F)cc1)c(=O)n2C	0.22	0.1	-30	0.84	0.9	23	6	125	8
CCOC(=O)N1CCN(C(=O)C2CC(c3ccc(F)cc3)=NO2)CC1 (centres undefined)	-0.036	-0.2	-10	1.6	-1.1	-14	22	106	-2
COc1ccc(CCNC(=O)C2CC2)cc1OC	0.18	-0.8	-10	-0.0066	0.3	-4	5	104	3
COc1ccc(S(=O)(=O)NCCSC(C)(C)C)cc1Cl	0.019	0.5	-6	-0.37	0.2	10	8	101	-4
NCCc1nnc(SCc2ccccc2F)o1	0.4	0.3	-14	0.048	0.0	-12	4	86	3
COc1cccc(S(=O)(=O)Nc2ccc(C(=O)N3CCOCC3)cc2)c1	-0.4	0.6	nt	-1	-0.4	-5	10	109	5
O=C(Cn1nc(Cc2cccnc2)c2ccccc2c1=O)Nc1ccc2c(c1)OCO2	0.75	0.6	-4	0.46	-0.3	9	20	114	10
CCn1c(COc2cccc(C)c2)nnc1SCC(=O)CC(=O)Nc1ccccc1OC	-0.64	-1.2	15	0.55	-0.6	4	22	102	-2
COc1ccc(CCNS(=O)(=O)c2ccc3c(c2)CC(C)N3C(C)=O)cc1OC (centres undefined)	-0.61	0.2	-22	2	-0.8	-2	2	113	4
CSCCC(CO)NC(=O)OCc1ccccc1 (centres undefined)	0.14	0.3	6	0.027	-2.2	4	nt	93	nt
CC1(C)CC(=O)C=C(Nc2ccc(S(N)(=O)=O)cc2)C1	-0.0006	-0.2	-9	0.6	-0.6	0	9	105	-5
O=C(COc1ccc2c(c1)OCO2)NC12CC3CC(CC(C3)C1)C2	0.42	0.7	5	-0.57	0.2	-2	3	95	-1
O=C(CCNS(=O)(=O)c1cccc2nsnc12)NCCC1=CCCCC1	-0.72	0.7	nt	0.66	nt	-8	7	83	nt
COc1ccccc1NC=C1C(=O)OC2(CCCCC2)OC1=O	0.31	0.5	10	0.55	-0.1	-7	3	113	-3
COc1ccc(N2CCN(C(=O)Cn3nnc(-c4ccc(OC)c(OC)c4)n3)CC2)cc1	0.25	0.4	-7	-0.046	0.5	11	5	103	-7
N#Cc1nc(COc2ccccc2Cl)oc1NCc1ccc(F)cc1	0.036	1.4	-44	0.0029	2.4	16	nt	107	nt
C=CCn1nnnc1SCC(=O)Nc1ccccc1C(=O)OC	0.01	0.4	nt	-0.27	0.6	1	8	107	-4
CCOC(=O)c1ccccc1NC(=O)CSc1nnc(Cc2cccn2C)n1-c1ccc(F)cc1	0.77	0.5	-9	1.3	-0.3	3	14	43	8
CC(=O)Nc1ccc(NC(=O)C2CC(=O)N(c3cccc(C)c3C)C2)cc1 (centres undefined)	-0.52	0.8	nt	-0.28	0.3	1	7	133	-4
O=C(NCc1ccncc1)c1cnccn1	0.13	0.2	-6	-0.018	-1.3	-1	7	81	0
Nc1c(Nc2ccccc2)c2ccccc2oc1=O	-0.4	-0.3	15	-0.52	0.1	16	15	65	-1
O=C(NCCN1CCOCC1)c1ccc(=O)oc1	-0.72	-0.2	2	0.089	-3.9	-8	nt	92	nt
Cc1cc(NC(=O)CCn2c(=O)sc3ccccc32)no1	0.68	-1.1	1	0.14	-0.8	-1	6	97	1
CC(C)c1ccccc1NC(=O)c1ccco1	-1.6	-1.0	8	0.0092	-0.2	8	-2	107	9

Part of the list above in order of molecular weight, falling.
SMILES	M1 ag	HTR1E agonist	S1P1 ag pot	M1 antagonist	S1P3 agonist	5HT1E antag	HEK293 NFkB inh	Her2 expr inh	Jurkat viability
CCn1c(COc2cccc(C)c2)nnc1SCC(=O)CC(=O)Nc1ccccc1OC	-0.64	-1.2	15	0.55	-0.6	4	22	102	-2
O=S(=O)(c1ccccc1)c1nc(Nc2ccccc2N2CCOCC2)sc1Cl	0.36	0.2	-3	1.2	-0.7	1	0	74	9
O=C(Cn1nc(Cc2cccnc2)c2ccccc2c1=O)Nc1ccc2c(c1)OCO2	0.75	0.6	-4	0.46	-0.3	9	20	114	10
O=C(CCNS(=O)(=O)c1cccc2nsnc12)NCCC1=CCCCC1	-0.72	0.7	nt	0.66	nt	-8	7	83	nt
CC(=O)Nc1ccc(NC(=O)C2CC(=O)N(c3cccc(C)c3C)C2)cc1 (centres undefined)	-0.52	0.8	nt	-0.28	0.3	1	7	133	-4
COc1ccccc1NC=C1C(=O)OC2(CCCCC2)OC1=O	0.31	0.5	10	0.55	-0.1	-7	3	113	-3
O=C(NC(Cc1c[nH]c2ccccc12)C(=O)O)c1ccccc1 (centres undefined)	0.35	-0.7	-9	-0.16	0.8	-13	2	143	-10
Cc1ccc(C(=O)Nc2cnc3sc(C)nn3c2=O)cc1	-0.046	1.3	-11	1.4	-1.0	-7	-17	95	-2
Nc1c(Nc2ccccc2)c2ccccc2oc1=O	-0.4	-0.3	15	-0.52	0.1	16	15	65	-1
COc1ccc(CCNC(=O)C2CC2)cc1OC	0.18	-0.8	-10	-0.0066	0.3	-4	5	104	3
CN(C)C=C1C(=O)c2ccccc2C1=O	-0.49	0.0	-8	-0.63	-1.1	-14	nt	64	nt

Continued:
SMILES	M1 ag	HTR1E agonist	S1P1 ag pot	M1 antagonist	S1P3 agonist	5HT1E antag	HEK293 NFkB inh	Her2 expr inh	Jurkat viability
CC(C)(C)n1nnnc1C(c1cc2cc3c(cc2[nH]c1=O)OCCO3)N1CCSCC1 (centres undefined)	-0.49	-0.2	10	0.73	0.2	5	14	87	-8
CCn1nc(-c2ccccc2)c2nc3ccccc3nc21	24*	-0.4	29	-0.93	0.1	6	-5	68	-2
CCCN1C(=O)C(O)(C2CC(=O)CC(C)(C)O2)c2ccccc21 (centres undefined)	-0.98	0.4	8	-0.23	-2.2	4	14	97	4
Cc1c[nH]c2cccc(OCC(O)CNC(C)(C)C)c12 (centres undefined)	0.2	1.7	-12	0.092	-0.1	1	0	91	0
CC1(C)CC(=O)c2cnc(NC(=O)Cc3ccc(Cl)cc3)nc2C1	0.56	-0.4	-2	-0.22	-0.9	15	6	117	2
CC1CCN(C(=O)CCc2nc3cc(S(=O)(=O)N(C)C)ccc3n2C)CC1	-0.37	0.7	14	-0.018	0.1	6	2	120	-2
Cc1ccc(S(=O)(=O)n2nc(-c3ccc(Cl)cc3)nc2NCc2ccco2)cc1	26*	-0.5	nt	-0.38	-0.8	9	18	106	14
O=C(CC1C(=O)OCN1C(=O)OCc1ccccc1)OCC(=O)c1ccccc1 (centres undefined)	-1.5	-0.1	0	0.24	-0.4	-1	8	98	1
CCN(CC)S(=O)(=O)c1ccc(/C(O)=C2/C(=O)C(=O)N(CCOC)C2c2ccccc2)cc1 (centres undefined)	33*	-1.9	15	-0.92	-0.1	6	7	100	0
Cc1ccc2c(c1)N(CCC(=O)NCc1ccc3c(c1)OCO3)C(=O)CO2	-0.61	-0.7	6	-0.1	-0.2	5	8	97	-9
Cc1ccc2c(c1)N(Cc1ccncc1)C(=O)C(C)O2 (centres undefined)	-0.1	-0.4	-14	0.58	0.1	8	0	90	2
CCC(c1nnnn1C1CCCCC1)N(Cc1ccco1)Cc1cc2ccc(OC)cc2[nH]c1=O (centres undefined)	-0.0067	0.3	8	-0.065	-1.1	3	12	24	-3
COc1ccc(S(=O)(=O)NCC2CCC(C(=O)NCc3ccco3)CC2)cc1 (centres undefined)	-0.36	-0.2	-2	0.19	-0.9	1	16	65	3
CCC(=O)N/C=C/n1cnc2cc(C(F)(F)F)ccc21	0.29	-0.2	-2	0.14	0.2	5	0	76	-2
O=C(NCC(=O)N(CC1CCCO1)C(C(=O)NC1CCCCC1)c1ccc(F)cc1)c1ccco1 (centres undefined)	0.28	-0.2	5	-2.3	0.0	-2	12	83	-2
CCCOc1ccc2oc(=O)c3c(c2c1)CCCN3C(=O)CN1CCN(C(=O)c2ccco2)CC1	-0.66	0.6	-1	-1.6	-0.6	1	1	102	-3
